Compound activity as filed in PubChem BioAssay.
M1 ag: human M1 muscarinic receptor agonism; 360,000 tested, 0.33% active; CHO-K1 hM1, Fluo-8 calcium fluorescence, agonist mode; 0% DMSO, 100% acetylcholine EC100; activation, % at 3 µM; AID 588814;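 active = activation above the run's mean compound activation plus 3 SD, cut at about 16% in these data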;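 note: peak over basal fluorescence ratio within a 140 s kinetic read after compound addition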
CHO-K1 Ca PAM: M1 PAM counterscreen hit in parental CHO-K1 cells. ATP EC20, Fluo-8 calcium fluorescence; 0% at ATP EC20, 100% at ATP max. activation, % at 3 µM. 360,000 tested, 0.02% active;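 active = activation above the run cutoff, the mean activation of all test compounds plus 3 SD, cut at about 40% in these data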;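 note: peak over basal fluorescence ratio in a 140 s read after ATP addition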
M1 ag parental: counter-screen for M1 agonists: effect in parental CHO-K1 cells | 360,000 tested, 0.48% active | AID 602248 | activation, % at 3 µM | Fluo-8 calcium fluorescence; scaled to maximal ATP response, vehicle zero; in the data active = activation above about 15%;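 note: untransfected CHO-K1 host cells lacking M1 receptor as counterscreen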
TAAR1 antag: antagonists of human TAAR1 | Q96RJ0 | inhibition, % at 3 µM | CHO RD-HGA16 TAAR1, Fluo-8 calcium fluorescence, antagonist | 360,000 tested, 1.5% active | AID 624466;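 active = inhibition above a per-plate cutoff, the mean inhibition of test compounds on that plate plus 3 SD, cut at about 49% in these data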;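 note: 0% = DMSO plus EC80 beta-PEA response and 100% = DMSO alone without agonist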
Target sequence (Q96RJ0 whole entry, looked up): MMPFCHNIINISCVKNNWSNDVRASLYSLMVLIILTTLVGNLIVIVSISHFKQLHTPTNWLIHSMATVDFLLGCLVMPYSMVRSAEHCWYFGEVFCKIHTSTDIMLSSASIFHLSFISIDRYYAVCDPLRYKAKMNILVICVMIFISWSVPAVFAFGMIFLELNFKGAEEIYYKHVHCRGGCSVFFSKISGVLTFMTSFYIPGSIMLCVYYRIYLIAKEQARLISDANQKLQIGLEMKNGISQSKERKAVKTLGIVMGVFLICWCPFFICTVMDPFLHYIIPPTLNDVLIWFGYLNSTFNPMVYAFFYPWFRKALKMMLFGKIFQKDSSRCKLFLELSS
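System: CHO RD-HGA16 cells bearing hTAAR1. Reagent: EC80 β-phenethylamine stimulus. Schedule: seeding 17-24 h prior, 75-min 37 °C, 30-min RT dye loading. Signal: Fluo-8 intracellular calcium dye fluorescence, real-time kinetic reads. Read-out: % inhibition from peak post-agonist over basal fluorescence ratio. Benchmarks: vehicle wells and EC80 agonist wells. Replicates: n of 1.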
M1 antag: antagonists of human M1 muscarinic receptor; P11229; CHO-K1 hM1, Fluo-8 calcium fluorescence, ACh EC80 antagonist; inhibition, % at 3 µM; 360,000 tested, 1.3% active; AID 588852;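 active = percent inhibition above its own plate's cutoff, namely the mean of that plate's compound wells plus 3 SD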;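 note: peak over basal fluorescence ratio during 140 s after agonist addition; 0% = ACh EC80 plus DMSO and 100% = DMSO alone without agonist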
CHO parental Ca: signal in parental CHO cells, OX1R antagonist counter-screen. parental CHO-K1, ATP-induced calcium, Fluo-8 fluorescence. inhibition, % at 5.6 µM. 330,000 tested, 0.63% active;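 active = inhibition above that plate's mean sample inhibition plus 3 SD, cut at about 26% in these data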;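 note: 0% = ATP-challenged DMSO wells and 100% = DMSO wells without ATP; some compounds past the cut are filed as inactive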
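Test system: parental CHO cells; detection: calcium-sensitive Fluo-8 fluorescence; evaluation: percent inhibition of calcium signal; also added: ATP as calcium-mobilizing challenge; repeats: one well per compound; control set: ATP-challenged DMSO wells low, unchallenged DMSO wells high; compound: single nominal dose of 5.6 µM per compound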
OXTR potentiator: potentiates the human oxytocin receptor response; AID 2445; P30559; 320,000 tested, 0.061% active; CHO-OTR cells, Fluo-8 calcium fluorescence, potentiator mode; 0% = oxytocin EC15, 100% = EC100; activation, % at 3 µM;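 active = activation above that plate's cutoff, the mean activation of tested compounds plus 3 SD, cut at about 6.6% in these data, passing the limit was not always enough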;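 note: 100% uses oxytocin at 75 nM as the full agonist control; some results filed as inactive read as strong as hits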
Target sequence (P30559 whole entry, looked up): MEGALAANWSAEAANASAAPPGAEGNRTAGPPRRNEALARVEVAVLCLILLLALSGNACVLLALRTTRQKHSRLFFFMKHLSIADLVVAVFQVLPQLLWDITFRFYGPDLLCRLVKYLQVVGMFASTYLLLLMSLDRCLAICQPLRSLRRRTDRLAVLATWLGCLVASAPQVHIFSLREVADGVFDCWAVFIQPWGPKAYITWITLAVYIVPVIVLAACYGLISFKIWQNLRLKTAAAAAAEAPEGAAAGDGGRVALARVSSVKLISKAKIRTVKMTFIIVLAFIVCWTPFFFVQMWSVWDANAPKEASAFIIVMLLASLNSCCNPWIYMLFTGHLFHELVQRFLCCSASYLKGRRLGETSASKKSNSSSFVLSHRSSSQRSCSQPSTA
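Measured by – Fluo-8 calcium dye fluorescence · Test system – human OTR in CHO cells · Dosing – one concentration, 3.0 µM compound · Controls – EC15 oxytocin alone as 0%, 75 nM oxytocin as 100% · Evaluation – normalized max/min fluorescence ratio, % activation · Timing – 6 min pre-incubation, 100 s read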
TAAR1 agonist: human TAAR1 agonism | 360,000 tested, 0.99% active | CHO RD-HGA16 TAAR1, Fluo-8 calcium fluorescence; vehicle wells 0%, saturating PEA agonist 100% | Q96RJ0 | activation, % at 3 µM;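 active = activation above the mean activation of all test compounds in the run plus 3 SD, cut at about 38% in these data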
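Assay system – CHO-derived RD-HGA16 cells with stable Gα16 and human TAAR1 · Compound dosing – one-point dosing at 3 µM (nominal) · Incubation – 17-24 h seeding, 75 min 37 °C dye, 30 min RT · Measured by – kinetic Fluo-8 calcium fluorescence · Control set – DMSO vehicle as 0%, PEA at EC100 as 100% · Repeats – single well for each compound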
CHO-K1 Ca antag: nonselective inhibitor or artifact in parental CHO-K1 cells. inhibition, % at 3 µM. AID 602250. ATP-induced calcium, Fluo-8 fluorescence. 360,000 tested, 0.6% active;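 active = inhibition above a per-plate cutoff, the plate's mean sample inhibition plus 3 SD, cut at about 24% in these data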;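 note: 0% = DMSO plus EC80 ATP and 100% = DMSO alone without ATP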
* marks the source's active call; other numbers are inactive results; x = no result given. Outcome played no part in choosing rows; about 4.2% have a hit in one of these screens.

Results follow in this order: M1 ag	CHO-K1 Ca PAM	M1 ag parental	TAAR1 antag	M1 antag	CHO parental Ca	OXTR potentiator	TAAR1 agonist	CHO-K1 Ca antag
O=C1c2ccccc2NC(c2ccccc2Cl)N1N=C1CCCCCC1 (configuration not stated)
 : -3	-8	0.6	-7	4	2	-4	-1	7
COCC(C)OC(=O)C(C#N)c1nc2ccccc2nc1N1CCN(Cc2ccccc2)CC1 (configuration not stated)
 : -5	9	-0.1	-8	-3	-14	-1	12	-8
CN(CC(=O)NCc1cccs1)CC(=O)Nc1ccc(F)c(F)c1F
 : -3	-5	0.4	-13	-3	-16	-3	3	-1
FC(F)(F)c1ccncc1-c1nnnn1-c1ccc(Cl)cc1
 : -3	18	0.6	-11	-18	-8	-8	3	-6
O=C(NC(Cc1ccccc1)c1nc2ccccc2[nH]1)c1ccc(Cl)c([N+](=O)[O-])c1 (configuration not stated)
 : -7	8	10	12	6	-3	-15	6	11
CC(=O)Nc1ccc(/C(N=Nc2ccccc2)=N/N=C(N)N)cc1
 : -4	0	-0.1	-3	-3	x	x	1	-8
Cn1ccnc1C(=O)c1ccccc1Cl
 : -4	2	0.1	-8	-2	-7	-6	5	13
CSc1ccccc1C(=O)NCCc1ccc(S(=O)(=O)N2CCCCC2)cc1
 : -11	11	3.9	-2	3	-5	0	13	-11
CCCCCCC(=O)NNC(=O)CC(=O)Nc1ccccc1C(=O)O
 : 1	0	0.2	-21	-10	-4	-4	0	-5
COc1cc(OC)cc(N(C(=O)c2ccco2)C(C(=O)NC2CCCC2)c2ccc(N(C)C)cc2)c1 (configuration not stated)
 : -4	13	2.4	-2	-1	-20	-19	16	0
Cc1cc(C)cc(C(=O)N2CCN=C2c2ccccc2)c1
 : -3	13	0.1	15	1	-9	0	4	2
CN1CC=C2C(C#N)=C(N)C(C#N)(C#N)[C@H](c3cccs3)[C@H]2C1
 : 1	-5	1.7	x	5	-11	-13	x	2
COc1ccc(C2CC2/C(C)=N/OC(=O)c2cccs2)cc1 (configuration not stated)
 : -1	6	-0.1	-8	-12	-8	-8	2	-8
Nc1nc2n(n1)C(c1cccs1)CC(c1ccc(Br)cc1)N2 (configuration not stated)
 : -4	22	1.9	-2	-8	-18	-14	3	-10
CCCOc1ccc(NC(=O)CC2Nc3ccccc3NC2=O)cc1 (configuration not stated)
 : -4	16	0.9	20	2	1	-13	13	-13
COc1ccc(-n2cnc3scc(-c4ccc(OC)c(OC)c4)c3c2=O)cc1
 : -3	-8	1.3	14	-2	-27	-3	0	3
COc1ccc(NC(=O)C(Cc2ccccc2)n2cccc2)c(OC)c1 (configuration not stated)
 : -2	14	1.0	-16	-12	-41	-2	-3	-10
COCCCNCCOCCOc1ccccc1-c1ccccc1
 : -4	21	0.6	-14	2	-16	-7	3	-14
CC(=O)c1ccc(NC(=S)NCCc2ccccn2)cc1
 : -10	22	0.7	-2	-7	-12	-6	2	-13
CC1C(C)N(C(=O)CCCl)c2ccccc2N1C(=O)CCCl (configuration not stated)
 : 1	-16	-0.3	-8	-19	x	x	4	-1

Next part.
Results follow in this order: M1 ag	CHO-K1 Ca PAM	M1 ag parental	TAAR1 antag	M1 antag	CHO parental Ca	OXTR potentiator	TAAR1 agonist	CHO-K1 Ca antag
CCCc1cc(=O)[nH]c(SCC(=O)c2cc(C)n(-c3cc(C)on3)c2C)n1
 : -3	11	6.5	-10	-9	-6	-12	8	-20
Cc1cc(C)cc(Nc2nc3c([nH]2)c(=O)n(C)c(=O)n3C)c1
 : 1	1	1.2	-14	-7	-14	-1	18	-13
COc1ccc(C2=NN(C(=O)c3ccco3)C(c3cccs3)C2)cc1OC (configuration not stated)
 : -6	6	-1.1	-38	5	x	x	0	-7
Cc1ccc2c(c1)N(CC(=O)NCC1CCCO1)C(=O)C(C(C)C)O2 (configuration not stated)
 : -3	7	-0.3	10	-11	-8	-3	0	-5
Cc1ccc(CNC(=O)NC23CC4CC(CC(C4)C2)C3)cc1
 : -7	24	0.2	-1	-22	-1	-9	-2	-16
CCN1C(=O)c2cccc3c(N)ccc(c23)C1=O
 : 192*	-15	72*	42	48*	46*	-10	136*	19
CCOC(=O)N1CCN(Cc2ccccc2F)CC1
 : -5	17	0.4	6	-5	-7	-9	2	-5
CCn1c(SCC(=O)N=Nc2c(O)[nH]c3ccccc23)nc2ccccc21
 : -9	27	1.9	25	-4	-15	8	7	-14
CC1(C)C(=O)OC(/C=C\c2cccc([N+](=O)[O-])c2)C(C)(C)C1=O (configuration not stated)
 : -6	15	0.1	10	6	3	-11	5	-1
O=C(Nc1ccc(OC(F)(F)F)cc1)c1cnc2n(c1=O)CCS2
 : 2	-10	1.8	9	0	8	-5	4	6
CCOC(=O)c1cc(-c2ccccc2)n(CC(=O)O)c1C
 : 1	2	0.8	-4	-2	-1	-8	7	-11
CN1C(C(=O)NCc2ccccc2)CC2Cn3c(nc4cc(Cl)c(Cl)cc43)C21 (configuration not stated)
 : -6	4	1.0	14	5	-12	0	18	-3
COc1ccc(C(=O)NNC(=O)c2cccs2)cc1S(=O)(=O)N1CCOCC1
 : -1	14	0.3	2	-2	-5	-6	6	-15
COc1ccc(S(=O)(=O)NCC(=O)N(CC2CCCO2)C(C(=O)NC2CCCC2)C(C)C)cc1 (configuration not stated)
 : -3	-16	-0.4	2	4	-18	-9	2	-9
CCCC(C(=O)NCC1CCCO1)N(Cc1ccco1)C(=O)CNS(=O)(=O)c1ccc(F)cc1 (configuration not stated)
 : -5	9	0.6	-15	-39	-28	-20	7	-5
O=C(O)CCN1C(=O)C2C3C=CC(C3)C2C1=O (configuration not stated)
 : -1	7	0.0	3	-8	1	3	12	-2
CCN(CC(=O)NCc1ccc(F)cc1)C(=O)c1cccnc1SC
 : 2	6	-0.1	3	-8	-8	-3	0	-13
COc1ccc(CCNC(=O)c2ccc(Cl)nc2)cc1
 : 4	4	0.8	3	-7	-7	-6	-2	-10
CCCCCn1c(N2CCN(Cc3ccccc3)CC2)nc2c1c(=O)[nH]c(=O)n2C
 : -5	12	0.2	-10	8	-19	2	4	5
Cc1nc2[nH]c(=O)n(O)c(=O)c2s1
 : 0	-18	0.1	-11	-1	x	x	2	-5

(cont.)
Results follow in this order: M1 ag	CHO-K1 Ca PAM	M1 ag parental	TAAR1 antag	M1 antag	CHO parental Ca	OXTR potentiator	TAAR1 agonist	CHO-K1 Ca antag
C=CCSc1nc(=O)n2ccc(C)cc2n1
 : -7	20	-0.2	-24	-16	-15	-4	-3	-17
Cc1c(NC(=O)CN(c2ccc(F)cc2)S(=O)(=O)c2ccccc2)c(=O)n(-c2ccccc2)n1C
 : -5	4	1.1	-18	-15	-7	-2	1	-1
Cc1cc(C)n(CCc2nc(-c3ccc(C)o3)cs2)n1
 : -5	7	-0.1	-7	-5	-7	-13	4	1
COc1ccc(NC(=O)CN2C(=O)NC(C)(Cc3ccc(OC)c(OC)c3)C2=O)cc1 (configuration not stated)
 : -4	7	-0.2	-22	-15	x	x	2	-2
O=C(C[n+]1cc(-c2ccc(Cl)c(Cl)c2)n2c1CCC2)N1c2ccccc2Sc2ccccc21
 : -8	26	0.5	-4	100*	-10	2	1	-4
O=C(NCc1ccco1)C12CN(Cc3ccccc3)CC1C(c1ccc([N+](=O)[O-])cc1)=NO2 (configuration not stated)
 : -3	12	0.3	16	-7	-22	-2	2	-4
CCCCCCN1C2=NCCN2c2ccccc21
 : -5	18	1.7	-3	-5	-12	0	12	-4
O=C(CCc1nc(-c2ccc(Cl)cc2)no1)NC1CCCC1
 : 0	-19	7.7	-23	6	-14	-7	4	-13
COc1ccc(OC)c2sc(NC(=O)C3CC3)nc12
 : -4	13	0.3	-12	1	-6	-4	-1	-6
Cc1ccc2nc(N3CCN(C(=O)c4ccco4)CC3)sc2c1
 : -2	-9	1.4	-7	7	-5	-8	3	-3
O=C(CSC1=NNC(c2ccccn2)S1)Nc1cccc(Cl)c1 (configuration not stated)
 : 3	-20	2.4	-30	-18	-9	-12	6	8
O=C(Nc1ccc(-c2nc3ncccc3o2)cc1)c1ccco1
 : 1	20	0.5	11	-13	-13	-18	5	-18
Cc1ccc(C)c(NC(=S)NC(NC(=O)Cc2ccccc2)C(Cl)(Cl)Cl)c1 (configuration not stated)
 : -3	13	0.5	7	-7	-2	-15	5	-20
C=CCN(CC=C)Cc1c(O)ccc2c(=O)c(-c3ccccc3)coc12
 : -7	-3	0.0	7	-8	-7	-3	1	-2
Nc1ccc(C(=O)N/N=C\c2cc(N=Nc3cccc4ccccc34)ccc2O)cc1
 : -2	17	1.0	10	4	-10	-5	1	-3
O=C(CSc1nnnn1-c1cccc2c1CCCC2)N1CCCC1
 : -2	14	3.5	2	1	-4	-2	14	-1
Cc1ccc(OCCCCCN2CCOCC2)cc1
 : -7	19	1.0	5	-9	x	x	1	-7
CC(C)[C@H](NC(=O)OCc1ccccc1)C(=O)NC(C=O)Cc1ccccc1 (some centres not stated)
 : 4	30	1.4	x	-41	-6	-2	x	-20
O=C(O)c1cc(NCc2ccccc2C(F)(F)F)ccc1N1CCOCC1
 : -4	3	-0.1	-3	-1	5	-1	3	-6
CCCN(C(=O)CCc1ccc(OC)cc1)c1c(N)n(Cc2ccccc2)c(=O)[nH]c1=O
 : -3	3	0.0	-16	-2	-7	0	8	-2
CC(=O)Nc1ccc(Nc2nc3ccccc3nc2NS(=O)(=O)c2ccccc2)cc1
 : -7	-6	0.8	-33	-9	-5	-3	0	4
O=C(NCc1n[nH]c(=S)n1-c1cccc(C(F)(F)F)c1)c1ccc(S(=O)(=O)N2CCCC2)cc1
 : -8	17	0.0	-2	8	-4	-18	8	1

Complete entries from above. Order of values: M1 ag, CHO-K1 Ca PAM, M1 ag parental, TAAR1 antag, M1 antag, CHO parental Ca, OXTR potentiator, TAAR1 agonist, CHO-K1 Ca antag
Entry for `Cc1cc(C)n(CCc2nc(-c3ccc(C)o3)cs2)n1` = -5, 7, -0.1, -7, -5, -7, -13, 4, 1
Entry for `CC(C)[C@H](NC(=O)OCc1ccccc1)C(=O)NC(C=O)Cc1ccccc1` (some centres not stated) = 4, 30, 1.4, x, -41, -6, -2, x, -20
Entry for `O=C(C[n+]1cc(-c2ccc(Cl)c(Cl)c2)n2c1CCC2)N1c2ccccc2Sc2ccccc21` = -8, 26, 0.5, -4, 100*, -10, 2, 1, -4
Entry for `Cc1ccc2nc(N3CCN(C(=O)c4ccco4)CC3)sc2c1` = -2, -9, 1.4, -7, 7, -5, -8, 3, -3
